From PubChem
MRP1 act – MRP-1 activation. H69AR cells + doxorubicin, viability rescue, CellTiter-Glo. viability increase, % at 10 µM. actives 0.61% (n = 140,000). AID 799;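 active = viability gain under doxorubicin at or above a set limit, the compound median plus 3 SD, cut at about 4.7% in these data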;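 also: MRP-1 overexpressing cells given doxorubicin 25 µM after compound pretreatment; 18-22 h compound pretreatment then 72 h with doxorubicin before readout; 0% = doxorubicin-only wells and 100% = vehicle-treated cells without doxorubicin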
Yeast lifespan up – extends the lifespan of yeast; actives 0.68% (n = 130,000); inhibition of the nicotinamide effect, % at 10 µM; AID 775; S. cerevisiae growth with nicotinamide, OD615; deaD strain in restrictive glucose medium;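 active = inhibition above a set limit, placed 3 SD over the median of all compounds, cut at about 26% in these data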;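 also: 0% = nicotinamide-treated wells and 100% = cells grown without nicotinamide; some compounds called inactive have numbers as strong as hits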
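Material: Modified budding yeast, DeaD strain | Medium: Restrictive glucose medium | Probe or stimulus: 1.5 mM nicotinamide | Dosing: Single dose 10 µM compound, 0.25% DMSO | Times: 48 h at 30 °C | Technique: OD615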
Phagocytosis inh – macrophage phagocytosis inhibition; J774A.1 macrophage IgG-bead phagocytosis, imaging; inhibition, % at 5 µM; actives 0.07% (n = 110,000); AID 1029;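 active = inhibition above the mean of the plate negative controls plus 5 SD, cut at about 13% in these data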;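 also: phagocytic index as fraction of beads internalized from green versus red external bead signal; plate controls were DMSO negative control for no effect and cytochalasin-D positive control for full effect; some results beyond the cut were filed as inactive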
HCT116 PTEN-null – PTEN-deleted cell growth suppression; actives 1.2% (n = 140,000); viability, % at 10 µM; HCT116 PTEN-null viability, CellTiter-Glo, 60 h; active compounds read low; AID 827;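 active = viability at or below a set limit, 4 SD under the median of all tested compounds, cut at about 3.7% in these data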;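 also: PTEN knockout HCT116 line with beta catenin targeted HCT116 as companion control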
GALR2 antag – blocks the human galanin receptor 2. O43603. GALR2-expressing cells, antagonist mode. inhibition, % at 4 µM. actives 0.39% (n = 140,000). AID 828; in the data active = inhibition above about 27%;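 also: cells stimulated with galanin 1-16 at roughly its EC80; 0% = agonist challenge control and 100% = basal control without agonist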
Target sequence (O43603 whole entry, looked up): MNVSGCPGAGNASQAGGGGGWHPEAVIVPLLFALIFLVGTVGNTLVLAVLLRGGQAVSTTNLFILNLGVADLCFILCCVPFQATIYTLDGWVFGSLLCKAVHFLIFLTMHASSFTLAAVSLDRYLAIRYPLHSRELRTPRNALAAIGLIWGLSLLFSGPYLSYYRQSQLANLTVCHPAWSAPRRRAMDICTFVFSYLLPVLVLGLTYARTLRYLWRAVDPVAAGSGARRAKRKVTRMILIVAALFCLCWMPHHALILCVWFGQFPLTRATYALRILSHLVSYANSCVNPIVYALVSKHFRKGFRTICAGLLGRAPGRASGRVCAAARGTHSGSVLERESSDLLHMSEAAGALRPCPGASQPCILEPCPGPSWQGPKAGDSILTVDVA
NPY-Y2 antag – antagonists of human neuropeptide Y receptor Y2; P49146; NPY-Y2 expressing cells, antagonist mode; inhibition, % at 2.7 µM; actives 0.99% (n = 140,000); in the data active = inhibition above about 17%;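 also: 0% = vehicle with agonist challenge and 100% = reference antagonist with challenge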
Target sequence (P49146 whole entry, looked up): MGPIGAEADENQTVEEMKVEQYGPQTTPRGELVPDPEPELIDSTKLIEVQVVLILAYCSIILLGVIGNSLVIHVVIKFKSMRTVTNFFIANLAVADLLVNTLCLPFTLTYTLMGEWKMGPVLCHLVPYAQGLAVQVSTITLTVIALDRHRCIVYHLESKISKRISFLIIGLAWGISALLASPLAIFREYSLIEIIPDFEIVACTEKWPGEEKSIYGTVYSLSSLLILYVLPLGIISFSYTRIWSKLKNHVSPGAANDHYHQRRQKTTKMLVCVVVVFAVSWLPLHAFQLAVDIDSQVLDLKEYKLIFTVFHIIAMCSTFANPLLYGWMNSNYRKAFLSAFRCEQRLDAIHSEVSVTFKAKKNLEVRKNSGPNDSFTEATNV
BB579 growth dn – yeast BB579 growth reduction in restrictive medium | S. cerevisiae BB579 growth, OD615, 48 h | inhibition, % at 10 µM | actives 0.51% (n = 140,000);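 active = inhibition above a set limit, 3 SD over the mean compound inhibition, cut at about 44% in these data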; also: inactives centre near -24
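Test system: Saccharomyces cerevisiae DeaD strain BB579, replicative lifespan model yeast | Buffer or medium: Restrictive CSMM-D medium | Doses: One dose, 10 µM compound with 0.25% DMSO | Incubation: 48 h exposure, 30 °C | Detection: Culture absorbance at 615 nm | Control set: Amphotericin B at 10 µg/mL as positive control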
Measles CPE – protection of cells from measles virus. protection (pct of control), % at 4 µM. AID 841. Measles virus-infected cells, CPE protection, absorbance. actives 1.5% (n = 140,000); in the data active = protection mostly above about 24%, no sharp cut-off; inactive = mostly below about 26%; also: some compounds called inactive have numbers as strong as hits
E-sel TNF inh – blocks E-selectin expression induced by TNF alpha; actives 0.71% (n = 120,000); inhibition, % at 2 µM; HUVEC TNFa-induced E-selectin immunofluorescence, high content;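 active = inhibition above the batch mean plus 3 SD, and confirmed as a hit on visual image review, cut at about 43% in these data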;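 also: 0% = TNF-stimulated DMSO wells and 100% = unstimulated control wells; not every result past the cut was called active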
HCT116 bCat-KO – beta-catenin-lacking colon tumor cell growth suppression | AID 818 | viability, % at 10 µM | actives 1.5% (n = 140,000) | HCT116 beta-catenin knockout viability, CellTiter-Glo, 60 h; active compounds read low;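 active = viability at or under a set limit, the compound median less 4 SD, cut at about 6% in these data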;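 also: 0% = Hyamine 1622 control at 20 µM and 100% = untreated cell control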
* = called active by the depositor; . = not tested or not shown.

Under each structure: Yeast lifespan up | E-sel TNF inh | NPY-Y2 antag | BB579 growth dn | HCT116 PTEN-null | Measles CPE | GALR2 antag | HCT116 bCat-KO | MRP1 act | Phagocytosis inh
> CCOc1cc(C2C(C#N)=C(N)OC3CCCC(=O)C32)ccc1OCCN1CCOCC1 (configuration not stated)
    -13 | -14 | 2 | -19 | 100 | 11 | -5 | 101 | 0.9 | 0
> COc1cc(CN2CCC(C(=O)N3CCN(c4ccccc4F)CC3)CC2)cc(OC)c1O
    -18 | . | 2 | -24 | 98 | 51* | 7 | 89 | -1.8 | 0
> Cc1ccc(C(=O)O/N=C(/c2nonc2N)N(C)C)cc1
    -10 | -38 | 9 | -59 | 107 | 9 | 2 | 91 | -0.8 | -1
> Cc1c(C(=O)OC(C)C)sc2nc[nH]c(=O)c12
    -11 | 13 | 4 | -15 | 91 | 11 | -10 | 84 | -1.8 | -1
> COc1cccc(Cn2cccc(NC(=O)Nc3ccc(C#N)cc3)c2=O)c1
    -19 | -20 | 4 | -40 | 65 | 3 | 11 | 73 | -0.7 | 1
> CCOC(=O)c1cc(CC)sc1NC(=O)c1cc(OC)c(OC)c(OC)c1
    -9 | 10 | -1 | -104 | 113 | 13 | -6 | 89 | 0.5 | 0
> O=S(=O)(NCCSc1nnc(-c2ccco2)n1-c1ccccc1)c1ccccc1
    -7 | 18 | 1 | -18 | 84 | 14 | 1 | 85 | -1.8 | -1
> CCc1nnc(NC(=O)CCC(=O)N2CCN(Cc3cc(Cl)ccc3OC)CC2)s1
    -4 | 18 | 4 | -52 | 100 | 11 | -4 | 96 | 0.2 | 1
> Cc1cccc(NC(=S)Nc2ccccn2)c1C
    10 | 62* | 9 | -25 | 97 | 20 | -6 | 99 | 0.3 | -5
> Cc1occc1C(=O)N1CCN(C(=O)C2CCCO2)CC1 (configuration not stated)
    6 | -28 | 3 | -29 | 99 | 7 | 16 | 98 | 1.7 | -3
> c1ccc2c(c1)CSc1sccc1C2=C1CCNCC1
    1 | . | 11 | -37 | 4 | 5 | 0 | 3.3* | -4.4 | -1
> Cc1cccc(NC(=O)Cn2c(=O)n(C)c3ccccc32)c1
    . | -3 | 3 | -40 | 93 | 9 | 5 | 91 | -0.8 | .
> CC(C)NC(=O)CSc1nncn1-c1ccccc1
    1 | -13 | 18* | -35 | 103 | 6 | 27* | 93 | -1.5 | -2
> O=C(CN(Cc1cccs1)C(=O)CCC(=O)Nc1nccs1)NCc1ccccc1
    -6 | -51 | 2 | 0 | 105 | 6 | 9 | 98 | -2.5 | -1
> CN(C)CCCN1C(=O)c2oc3ccc(F)cc3c(=O)c2C1c1cccnc1 (configuration not stated)
    1 | 33 | 0 | -20 | 99 | 24 | 7 | 97 | -1.1 | 1
> CC(=O)N1CCC(N(CCCOC(C)C)C(=O)Nc2ccc(C)c(C)c2)CC1
    -2 | -17 | -2 | -29 | 99 | 8 | -1 | 107 | -3.3 | -2
> COc1ccc(/C=N/n2c(SC)nnc(C(C)(C)C)c2=O)cc1OC
    -10 | 7 | 5 | -69 | 100 | 11 | -8 | 108 | 0.8 | -2
> CCOC(=O)c1cc2c(=O)n3ccccc3nc2n(C(C)C)c1=NC(=O)c1c(-c2c(F)cccc2Cl)noc1C
    1 | . | 3 | -22 | 37 | 10 | 1 | 56 | -3.1 | -11
> Nc1nc(SCc2nc3scc(-c4cccs4)c3c(=O)[nH]2)n[nH]1
    0 | -16 | 6 | -29 | 108 | 10 | 10 | 92 | -1.0 | 0
> COc1ccccc1NC(=O)c1csc2c1CCCC2
    -33 | . | 6 | -2 | 83 | 16 | 9 | 95 | -2.8 | .
> CCN(CC)c1ccc(C(=O)N/N=C(\C)c2cccc(OC)c2)cc1
    -5 | -12 | 6 | 3 | 70 | 5 | 1 | 66 | -2.0 | .
> N#Cc1cncc(-c2ccc3c(c2)OCCOCCOCCOCCOCCO3)n1
    5 | -1 | 9 | -38 | 90 | 4 | 3 | 84 | -2.0 | -2
> CCOc1ncccc1C(=O)OCC(=O)N1CCN(S(=O)(=O)c2ccc(Cl)cc2)CC1
    0 | -23 | 2 | -70 | 100 | 13 | 2 | 96 | -1.2 | -1
> Cc1ccc(N(C(=O)CCl)C(C(=O)NC2CCCCC2)c2cccnc2)cc1C (configuration not stated)
    0 | 13 | 2 | -11 | 4 | 1 | 26 | 7 | -4.9 | 21
> COc1ccc2c(c1)N(C)C(=O)CC(c1ccccc1)=N2
    -14 | -14 | 0 | -11 | 105 | 13 | 12 | 105 | 4.5 | 0
> Brc1ccc(N=C/C=C/C=C/Nc2ccc(Br)cc2)cc1
    -2 | 10 | -1 | -6 | 91 | 14 | 3 | 93 | -2.3 | .
> Cc1ccc(N(Cc2cc3cc(C)ccc3[nH]c2=O)S(=O)(=O)c2ccccc2)cc1
    5 | . | 6 | -1 | 75 | 3 | 2 | 66 | -1.5 | -3
> CCN(CC)c1ccc(/C=N/NC(=O)Cc2cccs2)cc1
    -5 | . | 6 | -26 | 86 | 3 | 4 | 92 | 2.6 | 0
> CC12CN3CC(C)(CN(C1)C3c1ccc3c(c1)OCO3)C2=O (configuration not stated)
    -12 | 26 | 4 | -31 | 90 | 19 | 0 | 78 | -0.8 | -2
> CC(NC(=O)C1CCN(S(=O)(=O)N2CCCCCC2)CC1)c1ccccc1 (configuration not stated)
    -8 | -20 | 0 | 7 | 85 | 20 | 1 | 85 | -0.3 | -1

Rewritten with bars between the fields: 8 of the compounds above.
structure | Yeast lifespan up | E-sel TNF inh | NPY-Y2 antag | BB579 growth dn | HCT116 PTEN-null | Measles CPE | GALR2 antag | HCT116 bCat-KO | MRP1 act | Phagocytosis inh
CN(C)CCCN1C(=O)c2oc3ccc(F)cc3c(=O)c2C1c1cccnc1 (configuration not stated) | 1 | 33 | 0 | -20 | 99 | 24 | 7 | 97 | -1.1 | 1
CC(=O)N1CCC(N(CCCOC(C)C)C(=O)Nc2ccc(C)c(C)c2)CC1 | -2 | -17 | -2 | -29 | 99 | 8 | -1 | 107 | -3.3 | -2
COc1ccc(/C=N/n2c(SC)nnc(C(C)(C)C)c2=O)cc1OC | -10 | 7 | 5 | -69 | 100 | 11 | -8 | 108 | 0.8 | -2
CCOC(=O)c1cc2c(=O)n3ccccc3nc2n(C(C)C)c1=NC(=O)c1c(-c2c(F)cccc2Cl)noc1C | 1 | . | 3 | -22 | 37 | 10 | 1 | 56 | -3.1 | -11
Nc1nc(SCc2nc3scc(-c4cccs4)c3c(=O)[nH]2)n[nH]1 | 0 | -16 | 6 | -29 | 108 | 10 | 10 | 92 | -1.0 | 0
COc1ccccc1NC(=O)c1csc2c1CCCC2 | -33 | . | 6 | -2 | 83 | 16 | 9 | 95 | -2.8 | .
CCN(CC)c1ccc(C(=O)N/N=C(\C)c2cccc(OC)c2)cc1 | -5 | -12 | 6 | 3 | 70 | 5 | 1 | 66 | -2.0 | .
N#Cc1cncc(-c2ccc3c(c2)OCCOCCOCCOCCOCCO3)n1 | 5 | -1 | 9 | -38 | 90 | 4 | 3 | 84 | -2.0 | -2

Going on with the list:
Under each structure: Yeast lifespan up | E-sel TNF inh | NPY-Y2 antag | BB579 growth dn | HCT116 PTEN-null | Measles CPE | GALR2 antag | HCT116 bCat-KO | MRP1 act | Phagocytosis inh
> CCc1ccc(C(=O)/C=C/Nc2ccc(S(=O)(=O)Nc3onc(C)c3C)cc2)cc1
    1 | . | 0 | -49 | 97 | 13 | 9 | 100 | -1.3 | -6
> COCC(C)NC(C(=O)Nc1ccc(Cl)c([N+](=O)[O-])c1)c1ccccc1 (configuration not stated)
    4 | . | 2 | -9 | 83 | . | -1 | 89 | 1.9 | -10
> COc1cccc(C2(c3cccc(OC)c3)CC2C(=O)Nc2cccc3ccccc23)c1 (configuration not stated)
    -4 | . | 3 | -30 | 74 | 16 | 4 | 87 | 0.5 | -4
> Cn1ncc(Cl)c1C(=O)N/N=C/c1ccccn1
    1 | . | 3 | -36 | 100 | 2 | 4 | 98 | -0.9 | 3
> CCn1c(COc2ccccc2C)nnc1SCC(=O)O
    -3 | -18 | 0 | 12 | 96 | 2 | 6 | 89 | -1.0 | -1
> c1cnc2ccc(C(c3nnnn3C3CCCC3)N3CCN4CCCC4C3)cc2c1 (configuration not stated)
    -21 | 0 | 2 | -4 | 92 | 6 | 4 | 95 | -2.6 | .
> Cc1ccc(Oc2cnc3ccccc3n2)cc1
    -17 | -24 | 2 | -26 | 103 | 67* | 6 | 115 | -2.4 | 3
> CC(=O)Nc1ccc(OCC(O)CN2CCN(c3cccc(Cl)c3)CC2)cc1 (configuration not stated)
    -7 | 16 | 2 | 0 | 96 | 29 | 2 | 85 | -2.6 | -1
> Cc1scc(C(=O)N/N=C/c2ccc(Cl)s2)c1C
    -5 | . | 3 | -51 | 43 | 9 | -2 | 35 | 1.9 | -3
> N/C(Cc1ccc(Cl)c(Cl)c1)=N\OC(=O)c1cccs1
    -12 | 4 | 5 | 66* | 76 | 9 | 0 | 77 | -3.2 | -2
> c1ccc(Cc2nnc3sc(-c4cccnc4)nn23)cc1
    -7 | 8 | 9 | -53 | 106 | 6 | 1 | 97 | -1.2 | 0
> Cc1cc(Nc2ccccc2)n(C(=O)c2ccccc2)n1
    -16 | 1 | 3 | -45 | 104 | 15 | 7 | 95 | 0.0 | -1
> Cc1ccc(NC(=O)CNc2ccc(OC(C)C)cc2)c(C)c1
    . | 17 | -1 | -15 | 83 | 21 | 11 | 86 | -3.3 | .
> NC(=O)C1CCN(C(=O)OCc2ccccc2)CC1
    -17 | -12 | 0 | -10 | 90 | 3 | 1 | 104 | -3.0 | .
> CCn1c(SCC(=O)Nc2nc(C)cs2)nnc1-c1ccoc1C
    0 | 8 | 3 | -37 | 93 | 10 | 8 | 79 | -1.1 | -1
> COC(=O)C1=C(N)OC2=C(C(=O)CC(C)(C)C2)C1c1cccnc1 (configuration not stated)
    -2 | -4 | 0 | -31 | 109 | 9 | 11 | 99 | -1.4 | 0
> COc1ccc(C2CC(c3ccccc3)=NN2C(=O)COC(=O)c2cnc(Cl)c(Cl)c2)cc1 (configuration not stated)
    -4 | . | 1 | -22 | 64 | 11 | 8 | 49 | -3.7 | -4
> COc1ccc(-c2nc(CN3CCC(C(=O)N4CCc5ccccc54)CC3)c(C)o2)cc1OC
    -9 | . | 3 | -4 | 53 | 4 | -7 | 56 | -0.9 | 0
> CN1C(=O)C(O)(CC(=O)c2ccncc2)c2ccccc21 (configuration not stated)
    -3 | 18 | 1 | -36 | 76 | 2 | -4 | 72 | -1.5 | -2
> Cc1ccc(NS(=O)(=O)c2cccc(C(=O)n3ncc(C#N)c3N)c2)c(C)c1
    -15 | -42 | 2 | 10 | 95 | 3 | 18 | 101 | -0.6 | 0
